Screens as filed in PubChem BioAssay.
hiPSC survival: hiPSC single-cell survival enhancement. ATPlite luminescence; 100% = ROCK inhibitor wells, 0% = DMSO. survival enhancement, % at 20 µM. 0.044% of 360,000 active. AID 602274; in the data active = survival enhancement above about 18%;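 also: cells exposed to compounds for 16 hours before the ATP read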
HIF-2a block: HIF-2a inhibition; 0.72% of 360,000 active; 786-0 RCC cells HIF-2a reporter, luciferase luminescence, overnight; inhibition, % at 18.8 µM; AID 624352;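 active = inhibition of the luminescence signal of 40% or more relative to plate controls, in a single-dose primary screen at 18.75 µM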
Shn3 3UTR inh: reduces Shn3 3'UTR luciferase signal in osteoblasts. Clone20 osteoblast Shn3 3'UTR firefly luciferase, 24 h. inhibition, % at 12.5 µM. 0.52% of 360,000 active;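 active = mean inhibition of at least 75% with every replicate also reaching 75%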;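 also: 0% = median of neutral control wells and 100% = pilot-screen positive control compound; some compounds past the cut are filed as inactive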
EBV LMP1 NFkB: reduces LMP1-driven NF-kappaB luciferase signal. LMP1-induced NF-kappaB luciferase reporter cells, luminescence. inhibition, % at 12.5 µM. 0.69% of 350,000 active. AID 504558; in the data active = inhibition above about 41%;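 also: 0% = neutral control wells and 100% = reference inhibitor control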
KKLEB tox: reduces viability of KKLEB cystic fibrosis airway cells; KKLEB CF airway cells viability, ATPlite luminescence, overnight; active compounds read low; cells stimulated with P. aeruginosa culture filtrate; activity change (cytotoxicity), % at 5 µM; 0.36% of 360,000 active;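 active = corrected activity change at or below -50% at 5 µM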
CF NFkB block: blocks PAF-induced NF-kB reporter in cystic fibrosis cells; KKLEB NF-kB-GFP reporter, GFP fluorescence overnight; inhibition, % at 5 µM; 0.86% of 360,000 active; AID 588850;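 active = at least 50% inhibition at 5 µM, scaled per plate between neutral and stimulator controls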;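 also: PAF is a Pseudomonas aeruginosa culture filtrate used as stimulus; plate controls were PAF-stimulated DMSO wells for no effect and unstimulated DMSO wells for full effect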
NR2E3 ag-1: agonists of human NR2E3 nuclear receptor | Q9Y5X4 | CHO-S Gal4-NCOR/VP16-NR2E3 two-hybrid, luciferase | inhibition of corepressor binding, % at 3.98 µM | 0.35% of 360,000 active | AID 602229;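 active = inhibition above the mean of all tested compounds plus 3 SD, cut at about 70% in these data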;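 also: 0% = DMSO with NR2E3 transfected cells and 100% = cells lacking NR2E3 construct; higher means lower luciferase signal from less NR2E3 corepressor binding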
Target sequence (Q9Y5X4 whole entry, looked up, the tested form may be a part): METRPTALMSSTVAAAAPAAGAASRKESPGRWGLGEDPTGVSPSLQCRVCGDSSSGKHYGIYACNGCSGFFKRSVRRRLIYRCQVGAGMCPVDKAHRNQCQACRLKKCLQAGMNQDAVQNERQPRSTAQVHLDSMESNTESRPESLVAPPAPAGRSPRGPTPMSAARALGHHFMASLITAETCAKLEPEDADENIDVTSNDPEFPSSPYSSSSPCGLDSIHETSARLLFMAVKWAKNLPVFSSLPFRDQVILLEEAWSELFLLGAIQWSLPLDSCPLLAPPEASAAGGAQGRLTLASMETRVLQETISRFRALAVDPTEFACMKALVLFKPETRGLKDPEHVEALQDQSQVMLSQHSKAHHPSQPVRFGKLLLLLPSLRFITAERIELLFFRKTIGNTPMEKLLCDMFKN
NR2E3 ag-2: NR2E3 (human) agonism. AID 2300. inhibition of corepressor binding, % at 4.78 µM. Q9Y5X4. GST-NR2E3/biotin-RetCOR TR-FRET, 1536-well. 0.12% of 320,000 active;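 active = percent inhibition above the cutoff of mean plus 3 SD of all tested compounds, set per screening campaign, cut at about 20% in these data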;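 also: 0% = DMSO wells and 100% = biotin wells as full block of FRET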
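system = GST-tagged NR2E3 plus biotinylated RetCOR corepressor | input = 1.35 nM GST-NR2E3 | also added = 7 nM biotin-RetCOR | schedule = 5 h incubation at 4 °C | measured by = TR-FRET with europium anti-GST and streptavidin-D2, 340 nm excitation | read-out = percent loss of FRET ratio relative to control wells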
TRAIL sens C8: caspase-8 TRAIL sensitization; NB7+C8 cells + TRAIL, ATPlite viability luminescence; inhibition (viability loss, TRAIL sensitization), % at 10 µM; 1% of 360,000 active; AID 624354;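 active = compounds causing at least 50% loss of cell viability in the single-dose screen, relative to plate controls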
MITF TRPM1 inh: MITF TRPM1 promoter inhibition in SK-MEL-5 cells. 0.83% of 330,000 active. AID 488899. inhibition, % at 12.5 µM. SK-MEL-5 TRPM1 promoter luciferase, 24 h;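 active = mean inhibition across replicates of 60% or more, whatever share of single replicates reaches that level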; also: values of inactives mirror those of a sister screen read the other way
Peg3 prom inh: reduces Peg3 promoter-driven luciferase expression in HeLa. inhibition, % at 20 µM. AID 588405. HeLa PEG-Prom luciferase reporter, luminescence, overnight. 1.7% of 360,000 active;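 active = inhibition of at least 50% at 20 µM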
* marks the source's active call; other numbers are inactive results; / = no result given; & = joins results of further samples. Only part of the results is shown; count on the stated rates, not on these rows.

Every second line gives: hiPSC survival	HIF-2a block	Shn3 3UTR inh	EBV LMP1 NFkB	KKLEB tox	CF NFkB block	NR2E3 ag-1	NR2E3 ag-2	TRAIL sens C8	MITF TRPM1 inh	Peg3 prom inh
CCOCC(=O)Nc1cccc(SC)c1
→ -0.6	-28	-17	-6	-5	3	-34	6	-4	-1	-19
CCOc1ccc(NC(=O)c2c(NC(=O)CNCCN3CCOCC3)sc3c2CCC3)cc1
→ 0.1	-6	14	12	12	-10	-26	0	16	19	15
CCc1nnc(NC(=O)CSc2nnc(-c3ccoc3C)n2-c2cccc(C)c2)s1
→ 17	-1	-18	-5	1	0	-11	2	-5	13	0
COC(=O)c1cc2c(cc1NC(=O)CSCCc1ccccn1)OCO2
→ 6.3	11	6	7	-3	-3	-7	1	10	2	15
Nc1nc2ccc(C(=O)Nc3ccccc3)cc2s1
→ -2.9	-225	-122	-28	-7	-13	-75	-2	18	-30	-228
C=CCn1c(=O)c2c(nc3n2CCCN3CCc2ccc(OC)c(OC)c2)n(C)c1=O
→ 0.1	25	-1	-21	-12	5	3	/	-23	12	10
Cc1ccc(C2CC(=O)C(C=NCCN3CCN(C(=S)Nc4ccccc4)CC3)=C(O)C2)cc1 (configuration not stated)
→ 2.7	12	9&32	5	5	5	6	1	0	-4	12
Cc1ccc(S(=O)(=O)NC(=O)NCc2ccc(Cl)cc2)cc1
→ 5.5	8	0	-3	-4	-1	11	1	6	5	5
CCCCCCCN1CCN=C1Nc1ccccc1
→ -0.1	8	10	-8	4	3	4	2	18	-4	-15
COc1cc(CN2CCCC(CCC(=O)NCc3ccc(C)o3)C2)cc2c1OCO2 (configuration not stated)
→ -1.6	7	12	4	-6	-2	7	3	4	-5	3
CCCn1c(N)c(C(=O)CSc2nnc3ccccn23)c(=O)n(C)c1=O
→ 0.8	-26	-4	-4	5	-5	-2	/	-9	-4	2
CCOC(=O)C1CCN(c2ncnc3c2cnn3-c2ccccc2)CC1
→ -1.2	16	-19	-4	9	-5	-19	-2	28	-12	-15
CCCC(c1nnnn1C1CCCC1)N1CCN(C(=O)c2ccco2)CC1 (configuration not stated)
→ -1.1	2	0	-7	-6	14	-9	4	-8	4	-1
Cc1ccc(C)c(NC(=O)CN(C)C(=O)c2nn(C)c(=O)c3ccccc23)c1
→ 4.8	14	14	2	-4	4	2	-5	-4	2	10
Cc1ccccc1C(=O)OCC(=O)Nc1cccc(S(=O)(=O)NC2=NCCC2)c1
→ 0.2	5	-15	0	2	8	-4	/	-4	-7	4
Cc1cc(C)c(NC(=O)CNC(=O)COC(=O)CNC(=O)c2ccc(Cl)cc2Cl)c(C)c1
→ 5.4	-11	-17	3	0	-34	5	-1	-1	0	4
COc1ccc(CNC(=O)COC(=O)CN2C(=O)C3CC=CCC3C2=O)cc1 (configuration not stated)
→ 2.1	12	-9	-11	14	2	8	/	-15	5	13
O=S(=O)(c1cccc(-c2nnc(-c3cccnc3)o2)c1)N1CCCCC1
→ 2.3	5	10	-2	9	-2	-11	0	-7	-11	19
CCOCc1c(C(=O)N2CCN(CC(=O)Nc3ccc(F)cc3)CC2)oc2ccccc12
→ 0.2	-5	12	2	-3	-2	-18	/	-10	17	2
COc1cccc2[nH]c(C(=O)NCCc3ccccc3)cc12
→ -0.5	-302	-33	-9	2	-2	-51	/	-8	-104	-211

Sorted by formula weight (rising): part of the list above
Every second line gives: hiPSC survival	HIF-2a block	Shn3 3UTR inh	EBV LMP1 NFkB	KKLEB tox	CF NFkB block	NR2E3 ag-1	NR2E3 ag-2	TRAIL sens C8	MITF TRPM1 inh	Peg3 prom inh
CCOCC(=O)Nc1cccc(SC)c1
→ -0.6	-28	-17	-6	-5	3	-34	6	-4	-1	-19
Nc1nc2ccc(C(=O)Nc3ccccc3)cc2s1
→ -2.9	-225	-122	-28	-7	-13	-75	-2	18	-30	-228
Cc1ccc(S(=O)(=O)NC(=O)NCc2ccc(Cl)cc2)cc1
→ 5.5	8	0	-3	-4	-1	11	1	6	5	5
CCOC(=O)C1CCN(c2ncnc3c2cnn3-c2ccccc2)CC1
→ -1.2	16	-19	-4	9	-5	-19	-2	28	-12	-15
CCCC(c1nnnn1C1CCCC1)N1CCN(C(=O)c2ccco2)CC1 (configuration not stated)
→ -1.1	2	0	-7	-6	14	-9	4	-8	4	-1
COC(=O)c1cc2c(cc1NC(=O)CSCCc1ccccn1)OCO2
→ 6.3	11	6	7	-3	-3	-7	1	10	2	15
Cc1ccc(C)c(NC(=O)CN(C)C(=O)c2nn(C)c(=O)c3ccccc23)c1
→ 4.8	14	14	2	-4	4	2	-5	-4	2	10
COc1ccc(CNC(=O)COC(=O)CN2C(=O)C3CC=CCC3C2=O)cc1 (configuration not stated)
→ 2.1	12	-9	-11	14	2	8	/	-15	5	13
Cc1ccccc1C(=O)OCC(=O)Nc1cccc(S(=O)(=O)NC2=NCCC2)c1
→ 0.2	5	-15	0	2	8	-4	/	-4	-7	4
CCOCc1c(C(=O)N2CCN(CC(=O)Nc3ccc(F)cc3)CC2)oc2ccccc12
→ 0.2	-5	12	2	-3	-2	-18	/	-10	17	2
CCc1nnc(NC(=O)CSc2nnc(-c3ccoc3C)n2-c2cccc(C)c2)s1
→ 17	-1	-18	-5	1	0	-11	2	-5	13	0

(more compounds)
Every second line gives: hiPSC survival	HIF-2a block	Shn3 3UTR inh	EBV LMP1 NFkB	KKLEB tox	CF NFkB block	NR2E3 ag-1	NR2E3 ag-2	TRAIL sens C8	MITF TRPM1 inh	Peg3 prom inh
O=S(=O)(c1ccc(Cl)s1)N1CCN(C/C=C/c2ccccc2)CC1
→ 0.3	9	23	9	-10	-10	13	-5	-1	3	23
CCCC(=O)C1=C(O)C(C(=O)OC)C(C)(C)CC1=NCCc1ccc(OC)c(OC)c1 (configuration not stated)
→ 0.4	22	14	8	-12	0	-1	4	-11	5	21
CCCCn1c(N)c(N(CCC(C)C)C(=O)CC2CCCCC2)c(=O)[nH]c1=O
→ 0.5	2	-2	1	-6	17	4	2	-5	1	1
COC(=O)C1CCN(c2cc(Cl)nc(N)n2)CC1
→ -0.6	2	5	4	2	-3	-23	2	-13	6	25
COc1cccc(CN2CCNC(=O)C2CC(=O)N(C)C2CCOCC2)c1 (configuration not stated)
→ -0.5	8	11	3	-1	10	7	3	10	1	-1
CCOc1ccccc1NC(=O)c1ccc(S(=O)(=O)N2CCOCC2)cc1
→ 6.4	1	12	12	2	3	-8	-2	-5	6	8
O=C(O)COc1ccc(/C=N/NC(=O)C2CCCN2S(=O)(=O)c2ccc(Cl)cc2)cc1 (configuration not stated)
→ -0.3	9	-9	2	0	0	-4	-1	-16	-10	6
O=Cc1c[nH]c2ccc(S(=O)(=O)N3CCOCC3)cc12
→ -1.0	3	-13	-2	-7	15	14	-3	-11	-8	6
COc1ccc(C=O)cc1COc1ccccc1F
→ -1.3	5	13	-13	-16	-3	-6	4	9	-3	-3
COc1ccc(NC(=O)CN(C)C(=O)c2cc3c(s2)CCC(C)C3)cc1 (configuration not stated)
→ -0.6	-86	-21	2	6	-10	19	3	-11	-23	-52
CCc1ccc(N2CC(C(=O)N3CCN(c4ccccn4)CC3)CC2=O)cc1 (configuration not stated)
→ -0.2	0	3	-5	-5	7	2	5	10	2	-5
COC1CCCCC1NS(=O)(=O)c1ccc(Cl)cc1 (configuration not stated)
→ 1.0	-2	-4	-9	-3	4	-20	0	4	13	13
O=C(Nc1ccc(F)cc1F)c1ccc2c(c1)OCCO2
→ -0.7	-124	-27	5	-7	4	-95	1	38	-18	-114
CCOC(=O)C(NCc1ccccc1)(NC(=O)c1ccccc1)C(F)(F)F (configuration not stated)
→ -4.1	9	/	3	13	10	-3	0	6	5	1
COc1cccc(N=C2NC(=O)/C(=C/c3cc([N+](=O)[O-])ccc3O)S2)c1
→ -0.5	11	-21	-4	12	-31	1	-1	-20	2	-1
COc1ccc(CN2C(=O)C(CC(=O)NC3CCCCC3)CC(C(=O)N3CCOCC3)=C2C)cc1 (configuration not stated)
→ -1.9	0	-6	1	-1	17	-10	/	3	/	-16
COc1ccc(-c2nnc(NC(=O)CSc3ccc(Cl)cc3)s2)cc1OC
→ -1.2	15	10	6	-19	24	7	-4	-4	-3	26
CC(O)[C@H]1CN=C(N)N1CC(C)(C)C (some centres not stated)
→ 4.2	9	1	7	7	-15	-18	4	-10	-9	-10
COC(=O)C(C)Sc1ccc2nnc(CCNS(=O)(=O)c3ccc(C)cc3)n2n1 (configuration not stated)
→ -0.2	7	12	3	-2	-12	-8	3	2	1	10
COc1ccc(OC)c(C(c2nnnn2CC2CCCO2)N2CCN(C3CCCC3)CC2)c1 (configuration not stated)
→ -1.7	9	1	-2	16	-11	-18	3	1	-10	-5
Cc1ccc(S(=O)(=O)NC(=O)Nc2c(C)cccc2C)cc1
→ -0.5	4	13	-3	2	7	-32	1	-3	0	-6
COc1ccc(S(=O)(=O)n2ccc(C)n2)cc1C
→ 0.3	4	-7	5	5	4	-39	4	-1	8	6
CCCCN(C(=O)CSc1nnc(-c2ccc(OC)cc2)n1C(C)C)c1c(N)n(Cc2ccccc2)c(=O)[nH]c1=O
→ 0.2	9	-4	11	5	-16	-1	7	-3	7	16
O=C(CNC(=O)Cc1ccccc1)NCC(=O)OCC(=O)c1ccc(F)cc1
→ 0.8	10	6	2	1	15	0	4	-5	1	6
O=C(NCC(c1ccco1)N1CCc2ccccc21)c1ccccc1Br (configuration not stated)
→ -0.4	6	16	0	-13	-4	4	-4	0	2	-5
COc1cc(CNc2ccc(CNc3ncn[nH]3)cc2)ccc1OCc1ccccc1
→ -0.6	-59	5	-4	7	-4	-32	-2	17	-3	-66
Nc1nc(SCC(=O)Nc2ccccc2Sc2ccc(Cl)cc2)n[nH]1
→ 2.5	35	24	3	4	9	16	-1	1	15	9
Cc1ccc(C(=O)OCC(=O)NCc2ccco2)s1
→ 1.4	1	-5	5	14	-12	-27	3	-5	-9	-7
CC(C)Oc1ccc(CN2CCCC(CO)(Cc3ccccc3)C2)cc1CO (configuration not stated)
→ -0.1	17	16	10	0	-6	-6	2	14	5	2
COC(=O)C1=C2SC(C)C(=O)N2C(N)=C(C#N)C1c1cc(OC)c(OC)c(OC)c1 (configuration not stated)
→ -1.3	-3	-53	-6	-2	-1	-9	0	-7	6	3
